Screening data: PubChem, several laboratories
HUVEC inhibit: inhibitors of human endothelial cell proliferation | HUVEC proliferation, CellTiter-Glo luminescence, 72 h; hits give low values | viability, % at 10 µM (by protocol) | 86,000 tested, 1.1% active | AID 648;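 active = viability at or below 30%; inactive = viability above 30%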;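 note: 100% = median luminescence of DMSO-only cell control wells on each plate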
CD11b adhes inh: inhibitors of human CD11b/CD18 binding to fibrinogen. 93,000 tested, 0.54% active. inhibition, % at 10 µM. P05107+P11215. K562 CD11b/CD18 adhesion to fibrinogen, ATPlite luminescence; Mn2+ added to activate the integrin. AID 1497;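 active = primary inhibition of 50% or more at 10 µM, then 40% or more on retest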; note: some results filed as inactive read as strong as hits
Target sequence (P05107 whole entry, looked up, other chains not shown): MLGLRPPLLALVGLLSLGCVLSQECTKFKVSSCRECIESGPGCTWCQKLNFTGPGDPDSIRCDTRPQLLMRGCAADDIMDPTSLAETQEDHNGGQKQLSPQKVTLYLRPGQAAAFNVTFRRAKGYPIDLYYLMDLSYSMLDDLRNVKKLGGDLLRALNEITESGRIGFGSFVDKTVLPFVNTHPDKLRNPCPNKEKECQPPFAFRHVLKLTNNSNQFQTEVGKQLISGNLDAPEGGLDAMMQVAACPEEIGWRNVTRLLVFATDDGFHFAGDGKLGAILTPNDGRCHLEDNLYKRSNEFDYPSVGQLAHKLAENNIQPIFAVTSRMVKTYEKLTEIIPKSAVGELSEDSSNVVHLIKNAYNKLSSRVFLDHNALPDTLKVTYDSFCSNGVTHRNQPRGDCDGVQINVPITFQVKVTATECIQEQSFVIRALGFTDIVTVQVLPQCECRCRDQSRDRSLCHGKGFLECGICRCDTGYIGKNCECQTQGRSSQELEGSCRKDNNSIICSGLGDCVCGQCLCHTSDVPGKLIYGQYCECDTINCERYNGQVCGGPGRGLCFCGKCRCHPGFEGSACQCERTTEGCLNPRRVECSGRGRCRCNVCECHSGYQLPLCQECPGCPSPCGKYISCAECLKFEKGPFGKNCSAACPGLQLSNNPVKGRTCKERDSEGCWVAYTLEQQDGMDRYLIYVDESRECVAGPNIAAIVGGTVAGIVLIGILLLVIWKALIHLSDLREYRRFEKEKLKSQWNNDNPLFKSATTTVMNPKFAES
ERa coact inh: blocks coactivator binding to human estrogen receptor alpha; 86,000 tested, 1.7% active; P03372; inhibition, % at 25.6 µM; TR-FRET ER-alpha LBD / SRC-1 peptide, estradiol-bound; in the data active = inhibition above about 50%;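 note: 0% = receptor plus peptide control and 100% = peptide only without receptor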
Fibroblast inh: blocks proliferation of human lung fibroblasts; LL 47 human lung fibroblast viability, ATP luminescence; hits give low values; 85,000 tested, 1.1% active; AID 719; viability, % at 10 µM;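 active = viability at or below 50% in the single dose screen; inactive = viability above 50%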;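 note: compound exposure lasted 72 h before the ATP readout; 100% = median luminescence of untreated cell-only wells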
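Material: Human LL 47 lung fibroblast cells | Input: 1,150 cells/well | Buffer or medium: IMEM plus 15% FBS | Compound dosing: 0.1% DMSO in all compound wells | Times: Overnight cell rest, 72 h compound treatment at 37 °C | Signal: CellTiter-Glo luminescence measuring cellular ATP | Measure: % viability versus median cells-only luminescence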
CYP2C19 inhib: blocks human cytochrome P450 2C19; CYP2C19 Supersomes, luciferin-H EGE luminescence, 30 min; 96,000 tested, 21% active; AID 778; P33261; inhibition, % at 5 µM;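 active = CYP2C19 inhibition above a set limit at 5 µM in the primary screen, cut at about 50% in these data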;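 note: plate controls were negative control wells for no effect and 2.5 mM tranylcypromine positive control for full effect; values of inactives mirror those of a sister screen read the other way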
CD11b adhes enh: enhancers of human CD11b/CD18 binding to fibrinogen; P05107+P11215; K562 CD11b/CD18 adhesion to fibrinogen, ATPlite luminescence; activation, % at 10 µM; 93,000 tested, 0.07% active; AID 1499;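 active = 10 µM primary screen giving 50% or more activity, confirmed by 40% or more on retest at that dose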; note: strong numbers were not always called active
H69AR growth 86K: blocks growth of human H69AR lung tumor cells; H69AR lung tumor viability, ATP luminescence, 72 h; hits give low values; viability, % at 10 µM; 85,000 tested, 6% active; AID 598;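 active = viability at or below 40%; inactive = viability above 40%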;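 note: multidrug resistant small cell line overexpressing MRP-1 efflux transporter; 100% = mean luminescence of untreated control wells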
CYP2C19 act: activators of human cytochrome P450 2C19; 96,000 tested, under 10 active; recombinant CYP2C19, luciferin-H EGE luminescence; hits give high values; 0 = fully inhibited enzyme, 1 = untreated enzyme; AID 1025; activation factor at 5 µM;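 active = activation factor of at least 2 at 5 µM in the primary screen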;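 note: 0 = wells with 2.5 mM tranylcypromine and 1 = vehicle-only wells; values of inactives mirror those of a sister screen read the other way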
ERa SRC1 pot: enhances coactivator binding to human estrogen receptor alpha; P03372; TR-FRET ERalpha-LBD/SRC-Cy5 coactivator binding, 2 h; 100 = basal binding, no effect; coactivator binding (% of control), % at 25.6 µM; 86,000 tested, 1.3% active; AID 639; in the data active = activity above about 200%;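 note: binding measured in presence of low estradiol as agonist stimulus; 0% = peptide alone without receptor and 100% = receptor with peptide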
* marks the source's active call; other numbers are inactive results; . = not tested or not shown; [ ] = dose if it differs, or a comment.

Assay codes: A = HUVEC inhibit; B = CD11b adhes inh; C = ERa coact inh; D = Fibroblast inh; E = CYP2C19 inhib; F = CD11b adhes enh; G = H69AR growth 86K; H = CYP2C19 act; I = ERa SRC1 pot
SMILES: Cc1nc(-c2cccc(NS(=O)(=O)c3cccc4ccccc34)c2)cs1
  A: 94; B: 31; C: 9; D: 99; E: 98*; F: 1; G: 101; H: 0; I: 109

SMILES: COc1ccc(C2CC(c3cccc(C)c3)n3nc(N)nc3N2)cc1 (stereo not drawn)
  A: 91; B: 7; C: -2; D: 95; E: 17; F: -2; G: 98; H: 0.8; I: 103

SMILES: COc1ccc(N2CCN(C(=O)c3ccc(CNc4c(N5CCOCC5)c(=O)c4=O)cc3)CC2)cc1
  A: 96; B: .; C: -4; D: 95; E: .; F: .; G: 93; H: .; I: 110[fluorescence artefact?]

SMILES: CN(C)CCN1C(=O)C(O)=C(C(=O)c2ccco2)C1c1ccccc1F (stereo not drawn)
  A: 95; B: -51; C: -57; D: 96; E: -1; F: 7; G: 101; H: 1; I: 95[fluorescence artefact?]

SMILES: CC(C(=O)NCc1ccccc1)N1C(=O)C2CC=C(Cl)CC2C1=O (stereo not drawn)
  A: 89; B: 1; C: -9[fluorescence artefact?]; D: 107; E: 20; F: -1; G: 99; H: 0.8; I: 118

SMILES: CC1CN(c2oc(-c3ccco3)nc2S(=O)(=O)c2ccccc2)CC(C)O1 (stereo not drawn)
  A: 83; B: -5; C: -4; D: 104; E: -10; F: -1; G: 95; H: 1.1; I: 105

SMILES: COc1ccc(NC(=O)CS(=O)CC(=O)NCc2cccc(C(F)(F)F)c2)cc1 (stereo not drawn)
  A: 82; B: 18; C: -7; D: 99; E: 13; F: -2; G: 92; H: 0.9; I: 105

SMILES: CC(C)(C)c1ccc(-c2csc(NC(=O)CN3C(=O)NC4(CCCCC4)C3=O)n2)cc1
  A: .; B: 2; C: .; D: .; E: -16; F: 15; G: .; H: 1.2; I: .

SMILES: COc1cc(OC)cc(-n2nnnc2SCC(=O)NC2CCCC2)c1
  A: 96; B: 1; C: 6[fluorescence artefact?]; D: 104; E: 14; F: 1; G: 92; H: 0.9; I: 111[fluorescence artefact?]

SMILES: NCCCCCNC(=O)/C=N\O
  A: .; B: -9; C: .; D: .; E: -6; F: -1; G: .; H: 1.1; I: .

SMILES: O=C(NCC1CCCO1)c1nn2cccnc2c1Cl (stereo not drawn)
  A: 103; B: 0; C: 0; D: 102; E: -15; F: 2; G: 90; H: 1.1; I: 96[fluorescence artefact?]

SMILES: COc1ccc(OC)c(Nc2nc(-c3sc(N)nc3C)cs2)c1
  A: 68; B: 5; C: 10[fluorescence artefact?]; D: 83; E: 53*; F: 47; G: 49; H: 0.5; I: 78

SMILES: CC(=O)Oc1ccc(C(=O)Nc2nccs2)cc1
  A: 89; B: 5; C: 8; D: 113; E: 17; F: 11; G: 83; H: 0.8; I: 112[fluorescence artefact?]

SMILES: Cc1ccsc1C(=O)OCc1csc(-c2ccccc2)n1
  A: 102; B: 53; C: 6[fluorescence artefact?]; D: 92; E: 6; F: -2; G: 85; H: 0.9; I: 90

SMILES: CC(C)c1nc(SCC(=O)Nc2cccc(S(N)(=O)=O)c2)n[nH]1
  A: 96; B: -7; C: -6; D: 100; E: 4; F: -4; G: 89; H: 1; I: 88

SMILES: c1ccc2nc3c(nc2c1)CCc1nonc1-3
  A: 97; B: -10; C: 10; D: 99; E: 5; F: -5; G: 109; H: 0.9; I: 86

SMILES: CCCOc1ccc(Cc2nn[nH]n2)cc1
  A: 101; B: 10; C: -3; D: 102; E: 51*; F: -5; G: 81; H: 0.5; I: 105

SMILES: Cc1ccc(-c2cc(C(=O)Nc3ccc(S(=O)(=O)Nc4cc(C)on4)cc3)c3ccccc3n2)c(C)c1
  A: .; B: 16; C: .; D: .; E: -3; F: 0; G: .; H: 1; I: .

SMILES: CC(=O)NS(=O)(=O)c1ccc(NC(=O)C(Sc2ccccc2)c2ccccc2)cc1 (stereo not drawn)
  A: .; B: -8; C: .; D: .; E: 12; F: -4; G: .; H: 0.9; I: .

SMILES: Cc1nc2ccccc2c(=O)n1CCN1CCOCC1
  A: 107; B: 3; C: -2; D: 97; E: 37; F: -5; G: 104; H: 0.6; I: 107

One compound at a time, as listed above. Values in the order: HUVEC inhibit	CD11b adhes inh	ERa coact inh	Fibroblast inh	CYP2C19 inhib	CD11b adhes enh	H69AR growth 86K	CYP2C19 act	ERa SRC1 pot
CCCOc1ccc(Cc2nn[nH]n2)cc1 as listed: 101	10	-3	102	51*	-5	81	0.5	105
CC(=O)NS(=O)(=O)c1ccc(NC(=O)C(Sc2ccccc2)c2ccccc2)cc1 (stereo not drawn) as listed: .	-8	.	.	12	-4	.	0.9	.

Returning to the listing, repeating the three entries before the break.
The line under a structure holds: HUVEC inhibit | CD11b adhes inh | ERa coact inh | Fibroblast inh | CYP2C19 inhib | CD11b adhes enh | H69AR growth 86K | CYP2C19 act | ERa SRC1 pot
Cc1ccc(-c2cc(C(=O)Nc3ccc(S(=O)(=O)Nc4cc(C)on4)cc3)c3ccccc3n2)c(C)c1
→ . | 16 | . | . | -3 | 0 | . | 1 | .
CC(=O)NS(=O)(=O)c1ccc(NC(=O)C(Sc2ccccc2)c2ccccc2)cc1 (stereo not drawn)
→ . | -8 | . | . | 12 | -4 | . | 0.9 | .
Cc1nc2ccccc2c(=O)n1CCN1CCOCC1
→ 107 | 3 | -2 | 97 | 37 | -5 | 104 | 0.6 | 107
CCOc1ccccc1C(=O)NC(C(=O)OCC(=O)Nc1nnc(-c2ccccc2)o1)C(C)C (stereo not drawn)
→ 78 | . | 4 | 98 | 16 | . | 69 | 0.8 | 121[fluorescence artefact?]
COc1cc(O)oc1C=Nc1ccc(Oc2ccccc2)cc1
→ . | -8 | . | . | 36 | -4 | . | 0.6 | .
COc1ccc(-c2onc(C)c2-c2ccc(C(=O)OC(C)C)o2)c(O)c1
→ 83 | -2 | 5 | 110 | 98* | -1 | 90 | 0 | 104
CCOC(=O)c1[nH]c2c(c1C)C(=O)CC(c1ccc(OCC)c(OC)c1)C2 (stereo not drawn)
→ 94 | -3 | 10[fluorescence artefact?] | 104 | 76* | 7 | 83 | 0.2 | 108[fluorescence artefact?]
C=C(C)CSc1nc2c(cc1C#N)CCC2
→ 108 | -7 | 4 | 101 | 80* | 1 | 87 | 0.2 | 125[fluorescence artefact?]
O=C1OC(Nc2ccc3ncccc3c2)c2ccccc21 (stereo not drawn)
→ . | -45 | . | . | 2 | 8 | . | 1 | .
COc1ccc(Cl)cc1C(=O)CSc1nnnn1C1CCCC1
→ 99 | -3 | -2 | 103 | 76* | -4 | 85 | 0.2 | 109
CC(C)NC(=O)COc1ncnc2sccc12
→ 93 | . | 4 | 96 | -4 | . | 92 | 1 | 93
CC(C)Oc1ccc(CC2CC(=O)NC2=O)cc1 (stereo not drawn)
→ 87 | -8 | 20 | 93 | 1 | -4 | 94 | 1 | 102[fluorescence artefact?]
CCCCCSc1nc2c(c(=O)[nH]c(=O)n2C)n1C
→ 84 | -2 | 6 | 92 | 5 | 1 | 71 | 1 | 100

Individual results from the list.
COc1ccc(-c2onc(C)c2-c2ccc(C(=O)OC(C)C)o2)c(O)c1 in ERa coact inh is listed with 5
CC(C)Oc1ccc(CC2CC(=O)NC2=O)cc1 (stereo not drawn) in CD11b adhes inh is listed with -8
COc1ccc(Cl)cc1C(=O)CSc1nnnn1C1CCCC1 in HUVEC inhibit is listed with 99

Another view of some results above.
compound	HUVEC inhibit	CD11b adhes inh	ERa coact inh	Fibroblast inh	CYP2C19 inhib	CD11b adhes enh	H69AR growth 86K	CYP2C19 act	ERa SRC1 pot
CCOC(=O)c1[nH]c2c(c1C)C(=O)CC(c1ccc(OCC)c(OC)c1)C2 (stereo not drawn)	94	-3	10[fluorescence artefact?]	104	76*	7	83	0.2	108[fluorescence artefact?]
C=C(C)CSc1nc2c(cc1C#N)CCC2	108	-7	4	101	80*	1	87	0.2	125[fluorescence artefact?]
O=C1OC(Nc2ccc3ncccc3c2)c2ccccc21 (stereo not drawn)	.	-45	.	.	2	8	.	1	.
COc1ccc(Cl)cc1C(=O)CSc1nnnn1C1CCCC1	99	-3	-2	103	76*	-4	85	0.2	109
